# Screening data: PubChem, Broad Institute
# Casp6 inh: human caspase-6 inhibitors, primary screen, biochemical, VEID-R110 fluorescence, single point, set 2. P55212. purified caspase-6, Z-VEID-R110 cleavage fluorescence. inhibition, % at 12.5 µM. 350,000 compounds, 0.53% hits;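 active = mean inhibition across replicates at least about 35%, with every replicate also reaching that limit, limit read from the data; inconclusive = only one of the two criteria met; inactive = neither criterion met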;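 note: 0% = median of neutral control wells and 100% = no fluorescence left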
# Target sequence (P55212 24-179 limits assumed): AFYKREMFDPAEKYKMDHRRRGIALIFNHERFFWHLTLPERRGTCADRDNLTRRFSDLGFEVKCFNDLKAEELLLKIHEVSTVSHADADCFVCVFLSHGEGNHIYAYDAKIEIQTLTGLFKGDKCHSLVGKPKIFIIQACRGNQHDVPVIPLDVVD
# Target sequence (P55212 194-293 limits assumed): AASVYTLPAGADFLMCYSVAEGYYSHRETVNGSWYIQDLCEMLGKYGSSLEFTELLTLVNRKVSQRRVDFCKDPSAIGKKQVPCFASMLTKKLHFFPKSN
# EWS-Fli inh: EWS/Fli-driven NR0B1 reporter inhibitors, primary screen, A673 cells, NR0B1 luciferase, luminescence, MLPCN library | viability-normalised | inhibition, % at 12.6 µM | 350,000 compounds, 0.67% hits | AID 651661, 2012;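 active = mean inhibition of at least 50% after viability correction, with every replicate also passing that limit; inconclusive = mean reaches 50% but only one of two replicates passes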;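 note: firefly luciferase signal divided by Alamar Blue viability fluorescence both relative to DMSO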
# DENV2 CPE: inhibitors of DENV2 cytopathic effect, primary screen, cell-based, plate reader, single concentration. DENV2-infected cells, cytopathic effect rescue. CPE inhibition, % at 9.99 µM. 350,000 compounds, 1.7% hits. AID 651640, 2012; in the data active = CPE inhibition above about 20%, passing the limit was not always enough; inconclusive = no clear call, values can overlap the other calls; tested in BHK-21 cells;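 note: 0% = median of neutral control wells and 100% = median of positive control wells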
# PAX8 inh HTS: inhibitors of PAX8-driven TPO luciferase reporter, primary screen, RMG-I cells, single concentration; SteadyGlo, 24 h; inhibition, % at 12.6 µM; 360,000 compounds, 1.2% hits; AID 652154, 2013;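 active = mean replicate inhibition at least 60% with every replicate also reaching 60%; inconclusive = only one of the two criteria is met; inactive = mean below 60% and not all replicates reaching 60%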;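 note: luciferase light reporting Pax8 driven TPO promoter activity; plate controls were median of neutral control wells for no effect and mitoxantrone controls for full effect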
# SIRT5 inh: SIRT5 desuccinylase inhibitors, primary screen, biochemical, fluorescence imaging, single point, set 5 | Purified SirT5, succinyl-peptide AMC, trypsin-coupled fluorescence | AID 652115, 2013 | NAD-dependent protein deacylase sirtuin-5, mitochondrial (Homo sapiens), Q9NXA8 | inhibition, % at 15 µM | 330,000 compounds, 1.1% hits; in the data active = inhibition above about 15%; inconclusive = no clear call, values can overlap the other calls
# Target sequence (Q9NXA8 whole entry, looked up): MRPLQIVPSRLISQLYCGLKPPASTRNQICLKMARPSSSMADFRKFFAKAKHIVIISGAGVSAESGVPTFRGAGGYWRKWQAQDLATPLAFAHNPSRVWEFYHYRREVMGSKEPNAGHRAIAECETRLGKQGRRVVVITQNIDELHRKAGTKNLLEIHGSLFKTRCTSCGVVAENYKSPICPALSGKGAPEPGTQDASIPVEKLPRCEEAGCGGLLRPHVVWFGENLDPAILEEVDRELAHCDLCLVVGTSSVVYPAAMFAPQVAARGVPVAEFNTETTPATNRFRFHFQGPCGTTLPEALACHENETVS
# ARNT TACC3 PPI: disruptors of ARNT/TACC3 protein interaction, primary screen, biochemical, AlphaScreen, single concentration | Transforming acidic coiled-coil-containing protein 3 (Homo sapiens), Q9Y6A5 | AlphaScreen His-ARNT PAS-B/GST-TACC3 binding, luminescence; TACC3 fragment carries E629A point mutation | inhibition, % at 9.99 µM | 390,000 compounds, 0.66% hits | AID 623870, 2012;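 active = mean inhibition of replicates at least 50% and at least half of replicates each reaching 50%; inconclusive = half or more replicates reach 50% but mean below 50%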;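 note: 0% = complete ARNT plus TACC3 wells and 100% = ARNT alone without TACC3; many hits fall short of the cut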
# LGR2 antag: inhibitors of bursicon-induced LGR2 CRE-luciferase signal, primary screen, cell-based, HEK293, CRE-luciferase reporter, bursicon stimulation; Drosophila bursicon receptor LGR2 (rickets); bursicon-stimulated, 4 h; inhibition, % at 9.99 µM; 380,000 compounds, 0.35% hits; AID 720647, 2013;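 active = drop in luminescence signal, shown as inhibition above about 50% in the replicate tests, limit read from the data, passing the limit was not always enough; inconclusive = probably only some replicates passing the limit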;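 note: agonist challenge used bursicon conditioned medium at about half maximal strength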
# Starred values were filed as active, the others as inactive; ? = inconclusive; . = not tested or not shown; & = joins results of further samples.
SMILES,Casp6 inh,EWS-Fli inh,DENV2 CPE,PAX8 inh HTS,SIRT5 inh,ARNT TACC3 PPI,LGR2 antag
Cc1ccc(NC(=O)CN2C(=O)S/C(=C\c3cccn3-c3cccc(C(=O)O)c3)C2=O)cc1C,1,-3,15,-7,2,-9,-10
CCCCn1c(N)c(N(C(=O)CSc2nnnn2-c2ccc(C)cc2)C2CCCC2)c(=O)[nH]c1=O,0,-1,?,-1,-2,5,-8
CCCN(CCC)S(=O)(=O)c1cccc(C(=O)N=c2sccn2C)c1,4,-8,-5,23,1,3,20
O=[N+]([O-])c1ccc2nc(-c3ccncc3)[nH]c2c1,-1,-19,9,-30,0,1,-59
CCC(c1nnnn1Cc1ccccc1)N1CCN(c2ccc(OC)cc2)CC1 (stereo not given),4,5,-2,13,0,9,-4
OC(CN1CCOCC1)Cn1c2c(c3ccccc31)CCCC2 (stereo not given),2,12,-4,10,-3,5,7
CCN(C(=O)CSc1cccc[n+]1[O-])c1ccccc1,2,-8,1,6,0,-12,6
C[C@@H]1CN([C@@H](C)CO)C(=O)CCCn2cc(nn2)CO[C@@H]1CN(C)Cc1ccc(C(=O)Nc2ccccc2N)cc1,-1,20,-5,11,-1,11,-9
CCOC(=O)c1[nH]c(C)c(C(=O)N2CCCC(Nc3ccc(C)c(C)c3)C2)c1C (stereo not given),2,.,1,-2,3,9,5
COc1ccc2c3c([nH]c2c1)[C@@H](CO)N(C(=O)Cc1ccccc1)CC31CCN(C(=O)Nc2ccccc2F)CC1,-1,1,-10,.,-2,.,-14
O=C(CCc1nnc(CCCc2ccccc2)o1)NCCc1ccco1,3,-65,7,-105,1,-7,-3
C[C@@H]1CCCCO[C@H](CN(C)C(=O)Nc2ccc(C(F)(F)F)cc2)[C@H](C)CN([C@@H](C)CO)C(=O)c2cc(NC(=O)Nc3ccc4c(c3)OCO4)ccc2O1,-2,-9,-2,-8,15*,14,7
S=C(Nc1ccc(Br)cc1)Nc1ccc2c(c1)OCCO2,3,-61,4,-158,-1,.,-16
CCOC(=O)c1c(C)[nH]c(C(=O)CN2C(=O)C(=O)N(CC(C)C)C2=O)c1C,-5,1,11,2,-2,-4,-14
CC(=O)Nc1cccc(NC(=O)c2ccc(C)c([N+](=O)[O-])c2)c1,3,-6,7,-34,17*,27,-2
O=C(NC1CCCC1)[C@@H]1[C@@H](CO)[C@@H]2Cn3c(ccc(-c4cccnc4)c3=O)[C@H]1N2CCc1ccccc1,2,3,-2,5,-5,-1,-20
Cc1cccc(NC(=O)CSc2ccc(-c3cccnc3)nn2)c1,-1,3,-2,1,2,4,4
CNC(=O)C[C@H]1CC[C@@H]2[C@@H](COc3ccc(NC(=O)c4ccc(C(F)(F)F)cc4)cc3C(=O)N2C)O1,.,-34,4,-11,.,4,5
Cc1ccccc1N1CCN(C2=NC(=O)/C(=C/c3cn[nH]c3-c3ccccc3)S2)CC1,0,-6,-10,35,.,21*,-9
COc1ccc(C(C#N)(CC(=O)O)c2cnccn2)cc1OC (stereo not given),2,-1,-17,-13,.,17,29
COC(=O)CNC(c1ccccc1)c1cc(C)ccc1NC(=O)c1cccc(Cl)c1 (stereo not given),.,.,.,-24,.,-4,25
C[C@@H]1CN([C@@H](C)CO)C(=O)c2cccc(NC(=O)Nc3ccc4c(c3)OCO4)c2O[C@@H]1CN(C)Cc1ccc(C(=O)O)cc1,0,0,2,.,10,4,5
CC=Cc1ccc2n(c1=O)C[C@@H]1[C@@H](CO)[C@H](C(=O)N(C)C)N(CC3CCOCC3)[C@H]21 (mixture of isomers),-1,-2,2,-17,-2,-15,-12
COc1ccc2c3c(n(C)c2c1)[C@H](CO)NCC31CCN(Cc2cc(F)ccc2F)CC1,3,1,-6,-2,7,.,6
C=CCn1c(SCC(=O)Nc2c(C)n(C)n(-c3ccccc3)c2=O)nc2ccccc2c1=O,0,-4,2,6,10,-4,22
CC(C)COC(=O)N(C)C[C@@H]1OCc2cnnn2CCCC(=O)N([C@H](C)CO)C[C@H]1C,3&-2,-6&0&-1,1&4,10&2&10,1&-4,5,-14&5
C[C@@H]1CN([C@@H](C)CO)C(=O)c2cc(NC(=O)CCN3CCOCC3)ccc2O[C@@H]1CN(C)Cc1ccc(Oc2ccccc2)cc1,-2,12,4,.,5,-4,-2
S=C(NCCCCN(Cc1ccc(Cl)cc1)c1ccc(Br)cn1)NCCCc1cnc[nH]1,-7,22,?,-3,-5,.,10
CCN(CC)S(=O)(=O)c1ccc(NC(=O)C2CC(=O)N(c3ccc4c(c3)OCCO4)C2)cc1 (stereo not given),2,14,3,3,-2,-1,7
O=C(NCc1ccccc1Cl)NC(=O)c1csc([N+](=O)[O-])c1,-1,-1,4,-21,-1,-6,1
COCC#Cc1ccc2c(c1)O[C@H](CN(C)Cc1ccccc1)[C@H](C)CN([C@@H](C)CO)S2(=O)=O,4,10,-5,.,-2,3,3
C[C@H](CO)N1C[C@H](C)[C@H](CN(C)S(=O)(=O)c2ccccc2)Oc2ccc(NC(=O)CCC(F)(F)F)cc2CC1=O,0,-3,19,-3,-2,-10,9
O=C(NCC1CCCCC1)c1[nH]c(C(F)(F)F)nc1-c1ccccc1,-1,2,10,6,-1,.,-10
COc1ccccc1-c1cnc2c(c1)C(=O)N([C@@H](C)CO)C[C@@H](C)[C@H](CN(C)C(=O)c1ccccc1)O2,1,-3,6,6,-1,-4,-5
CCc1nn(CCCC(=O)N(C)Cc2ccccc2)c(=O)c2cc3occc3n12,5,1,1,0,-2,4,1
CCC(C)(C)NC(=O)CN(CC1CCCO1)C(=O)CNS(=O)(=O)c1ccccc1 (stereo not given),4,2,9,7,-7,-4,14
Cc1ccc(C)c(-n2c(=O)c(C#N)cc3c(=O)n4ccccc4nc32)c1,2,-2,1,28,-101,2,-15
COc1ccc(C)cc1COC(=O)c1[nH]c(C)c(C(C)=O)c1C,0,5,-2,14,-3,2,-8
CC(C)OC(=O)/C(C#N)=C\c1cccnc1,1,-31,-1,-10,-4,-7,13
C[C@@H]1CN([C@@H](C)CO)C(=O)c2cc(NS(=O)(=O)c3ccc(Cl)cc3)ccc2O[C@@H]1CN(C)Cc1ccc(-c2ccccc2)cc1,-2,6,-2,.,8,-1,-14

# Complete entries as entered above. Order of values: Casp6 inh	EWS-Fli inh	DENV2 CPE	PAX8 inh HTS	SIRT5 inh	ARNT TACC3 PPI	LGR2 antag
# C[C@@H]1CN([C@@H](C)CO)C(=O)c2cccc(NC(=O)Nc3ccc4c(c3)OCO4)c2O[C@@H]1CN(C)Cc1ccc(C(=O)O)cc1 is listed as 0	0	2	.	10	4	5
# COC(=O)CNC(c1ccccc1)c1cc(C)ccc1NC(=O)c1cccc(Cl)c1 (stereo not given) is listed as .	.	.	-24	.	-4	25
# CCC(C)(C)NC(=O)CN(CC1CCCO1)C(=O)CNS(=O)(=O)c1ccccc1 (stereo not given) is listed as 4	2	9	7	-7	-4	14
# CC=Cc1ccc2n(c1=O)C[C@@H]1[C@@H](CO)[C@H](C(=O)N(C)C)N(CC3CCOCC3)[C@H]21 (mixture of isomers) is listed as -1	-2	2	-17	-2	-15	-12

# (more compounds)
SMILES,Casp6 inh,EWS-Fli inh,DENV2 CPE,PAX8 inh HTS,SIRT5 inh,ARNT TACC3 PPI,LGR2 antag
COC(=O)c1ccc(COC(=O)C(CCS(C)(=O)=O)N2C(=O)c3ccccc3C2=O)cc1 (stereo not given),.,.,.,14,.,-6,21
CCC/C=C/c1ccc(CN2C(C(C)C)C(=O)N(Cc3cn(CCC4OCCO4)nn3)CCS2(=O)=O)cc1 (stereo not given),0,-1,0,-5,-1,.,5
O=C(N/C(=C\c1ccco1)C(=O)N1CCOCC1)c1ccc([N+](=O)[O-])cc1,-1,11,0,2,-2,0,4
COc1ccc(N2CC(C(=O)N(CC(C)C)c3c(N)n(Cc4ccccc4)c(=O)[nH]c3=O)CC2=O)c(OC)c1 (stereo not given),0,4,-4,-3,0,2,8
CC(C)(C)OC(=O)CN1C(=O)NC2(CCCc3ccccc32)C1=O (stereo not given),.,2,-5,-18,-3,-11,-8
COc1ccc2cc(C(=O)NCCCN3CCCC3=O)[nH]c2c1,-4,-23,3,-19,-5,-8,-9
C[C@@H]1CCCCO[C@H](CN(C)C(=O)Nc2ccc3c(c2)OCO3)[C@@H](C)CN([C@@H](C)CO)C(=O)c2cc(NC(=O)CCCN(C)C)ccc2O1,3,-9,7,-10,-1,-13,17
CC1(C)CC2CC(C)(CN2C(=O)c2cc(-c3ccccc3O)on2)C1 (stereo not given),-1,1,-6,-11,16*,0,.
C=C[C@]1(C)C[C@@H](OC(=O)CSCCN(CC)CC)[C@]2(C)C(C)CC[C@]3(CCC(=O)[C@H]32)[C@@H](C)[C@@H]1O (stereo not given in full),2&3,2&7,-3&20,-1&21,-5&-3,-2&4,-2
COc1cc(NC(=O)C(=O)N2CCN(C)CC2)c(OC)cc1Cl,-4,-4,-2,-22,-7,-3,-4
CC1=NN(C(=O)c2csc(C(C)C)c2)C(O)(C(F)(F)F)C1 (stereo not given),-3,-4,.,46,-1,.,1
C#Cc1ccc(NC(=O)C2(C)CCN2C(=O)c2cc(C)n(C)n2)cc1 (stereo not given),1,0,0,12,-3,.,13
COCC(=O)N1C[C@@H](C)[C@@H](OC)CN(C)C(=O)c2ccc(NC(=O)c3cc(C)on3)cc2OC[C@H]1C,-2,-2,11,-10,-2,-4,8
CO[C@@H]1CN(C)C(=O)c2cc(NC(C)=O)ccc2OC[C@H](C)N(C(=O)Cc2cccnc2)C[C@@H]1C,1,-6,12,1,-7,-9,1
CC(=O)c1cnc(SCC(=O)O)nc1C,-2,2,0,-20,-1,.,-10
C[C@H]1CN([C@@H](C)CO)C(=O)c2cccc(NC(=O)Nc3ccc4c(c3)OCO4)c2O[C@H]1CN(C)Cc1ccc(-c2ccccc2)cc1,-3,-12,-4,.,7,11,3
CC(C)C[C@H](NC(=O)[C@H](Cc1ccccc1)n1c(=O)[nH]c2ccccc2c1=O)C(=O)N1CCC[C@@H]1C(=O)O,-5,5,-7,.,0,-4,.
CCCCn1c(N)c(N(CCOC)C(=O)C2CCN(S(=O)(=O)c3ccc(Cl)cc3)CC2)c(=O)[nH]c1=O,-1,1,1,15,-1,-7,-1
COC(=O)[C@]12CCCCC=C1N(Cc1cccc3ccccc13)C(=O)[C@H](CC(=O)NCCC(C)C)C2,3,-7,109*,12,2,.,64*
CSc1nsc(SCC(=O)Nc2ccccc2)n1,1,-24,2,-31,-3,0,-24
CC(C(=O)N1CCc2ccccc21)N1CCN(S(=O)(=O)c2ccc3c(c2)OCCCO3)CC1 (stereo not given),0,14,-1,24,-2,1,-2
O=C(c1ccncc1)N1CCCCN2[C@H](C1)[C@@H](c1ccc(C#Cc3ccccn3)cc1)[C@@H]2CO,0,-23,7,-16,0,-2,-3
Cc1ccc(S(=O)(=O)N[C@@H]2CC[C@@H](CC(=O)NCCCN(C)C)O[C@@H]2CO)cc1,1,.,-1,.,-1,-6,-6
C[C@@H]1CN([C@H](C)CO)C(=O)c2cccc(NC(=O)c3cnccn3)c2O[C@H]1CN(C)Cc1ccc(Oc2ccccc2)cc1,1,-3,9,27,11,7,-7
CC1CCCCC1NC(=O)CCn1c(=S)[nH]c2ccccc2c1=O (stereo not given),-3,-5,15,3,.,.,-10
C[C@@H]1CN([C@@H](C)CO)S(=O)(=O)c2ccc(-c3cccc(C#N)c3)cc2O[C@H]1CN(C)C(=O)Nc1cc(F)ccc1F,5,-5,3,9,5,-7,8
Cc1ccc[n+](CC(=O)Nc2cc(C(F)(F)F)ccc2N2CCOCC2)c1,-3,1,.,4,-3,-6,-5
CC(CC(=O)OCC(=O)Nc1ccc2[nH]c(=O)[nH]c2c1)c1ccccc1 (stereo not given),0,5,8,-18,-2,5,3
